Compound activity: PubChem BioAssay, several laboratories
sdo1 growth – restores growth of sdo1-depleted yeast; S. cerevisiae sdo1-depleted JHY4D growth rescue, OD600 30 h; stronger effect = higher value; pdr5 snq2 efflux-pump mutant strain; z-score at 10 µM; actives 0.21% (n = 140,000); AID 817;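 active = z-score above 3 at both the 24 hr and the 30 hr optical density reads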;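 also: z-score against mean and SD of all compound wells on the same plate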
Insulin prom inh – TRM-6 insulin promoter activity inhibition | TRM-6 cells (human fetal islet line), insulin promoter-eGFP reporter, imaging; reporter expression induced with tamoxifen | inhibition, % at 2 µM | actives 0.9% (n = 130,000);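 active = inhibition above the mean plus 3 SD, with well images judged a real hit on visual review, cut at about 60% in these data, passing the limit was not always enough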
sdo1 growth Rescue 24 h – also measured in sdo1 growth; calls as there; z-score; S. cerevisiae sdo1-depleted JHY4D growth rescue, OD600; measured here: growth rescue at 24 h;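 0 is the plate mean of compound wells and units are plate SD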
Starred values were filed as active, the others as inactive; i = inactive; / = no result given; [ ] = remark or other dose. A portion of the library (hit frequency here may not be typical).

SMILES	sdo1 growth	sdo1 growth Rescue 24 h	Insulin prom inh
CCCCCCC(=O)N1CCN(c2cc3c(cc2F)c(=O)c(C(=O)O)cn3CC)CC1	/	/	57
COc1cc(C2Nc3ccccc3C(=O)N2c2ccccc2)c(Br)cc1OCC(=O)O (stereo not given)	0.11	-0.94	7
Cc1ccc(-n2c(SCC(=O)Nc3ccc4c5c(cccc35)CC4)nc(O)c(C)c2=O)cc1	0.88	0.21	39
Cc1ccc(NC(=O)CN2C(=O)C3C4C=CC(C4)C3C2=O)cc1S(=O)(=O)N(C)C (stereo not given)	1.2	2.1	20
CC(C)(C)N1C(=O)c2ccccc2NC(=O)N1Cc1ccccc1	0.19	0.6	-56
O=C(CCN1CCOCC1)Nc1c(-c2ccccc2)c2cc(Br)ccc2[nH]c1=O	1.4	1.4	-210
CS(=O)(=O)n1nc(OC(=O)c2cccc3ccccc23)cc1N	0.74	0.72	29
C/C(=N/NC(=O)c1cc2ccccc2cc1O)C1C(=O)c2ccccc2C1=O	-1.7	-0.85	56
C=C(C)CN(CC)CCC(=O)Nc1ccc(OC)cc1OC	0.72	0.79	-22
CCN(C1CCCCC1)S(=O)(=O)c1ccc(S(=O)(=O)NCc2ccncc2)cc1	-0.62	-0.62	-21
COc1ccc(C2C(C(=O)Nc3cc(C)on3)c3ccccc3C(=O)N2C)cc1 (stereo not given)	-0.53	0.2	/
COc1cc(Br)c(CCNC(=O)c2ccco2)cc1OC	/	/	6
CCOC(=O)N1CCN(c2c(N3CCN(c4cc(C)ccc4C)CC3)c(=O)c2=O)CC1	-0.28	-0.4	/
O=C1C(=O)N(CCCn2ccnc2)C(c2cccnc2)/C1=C(/O)c1ccc(Br)cc1 (stereo not given)	/	/	58
CC(C)OC(=O)CCC(=O)Nc1ccc(F)cc1	/	/	-18
COc1cc(NC(=O)c2ccccc2NS(=O)(=O)c2ccc(Cl)s2)cc(OC)c1	-0.54	-0.58	15
Cc1cc(NC(=O)CCC(=O)N(CC2CCCO2)C(C(=O)NC2CCCC2)c2cccnc2)no1 (stereo not given)	0.12	-0.7	-43
Cc1cc(NC(=O)c2ccccc2Cl)no1	0.32	-0.44	-28
CC12COC3(C(=O)NCCc4ccccc4)CC1CCC32C (stereo not given)	-0.82	-0.91	-9
COc1ccc2nnc(-c3ccccc3)n2n1	0.04	-1.1	/
Cc1ccc(NC(=S)N2CCN(C(=O)C3CCCO3)CC2)c(C)c1 (stereo not given)	0.45	-0.33	-17
CC(=O)N/C(=N\OCc1ccc(Br)cc1)c1nonc1NC(C)=O	0.66	0.56	/
O=C(COC(=O)Cc1cccs1)Nc1ccccc1	1.3	3.8	-76
O=C1CCC([N+](=O)[O-])C(c2ccccc2Cl)N1 (stereo not given)	0.45	0.47	-79
Cc1cc2ncn(CCOc3ccccc3)c2cc1C	-1.8	-1.6	-11
O=C(O)C1CCCCC1C(=O)Nc1ccc(-c2ccccc2)cc1 (stereo not given)	/	/	2
CCOC(=O)/C(C#N)=C/c1ccc(N2CCN(C)CC2)cc1	1	1.1	/
CC(C)(C)C1CCc2c(sc(NC(=O)c3cccs3)c2C(N)=O)C1 (stereo not given)	1.2	1.6	-17
CS(=O)(=O)N1CCN(C(=O)c2ccccc2)C1	-1.1	-1.2	-45
COc1ccc(CCc2nnc(CCC(=O)NCCc3ncccc3C)o2)cc1	/	/	-4
O=C(CNC(=S)N(Cc1ccccc1)Cc1cccnc1)NCc1ccccc1	/	/	33
Cc1nn(CC(=O)Nc2ccc(C#N)cc2)c(C)c1[N+](=O)[O-]	/	/	53
Cc1ccc(/C=N/NC(=O)Cn2ccc(C(F)(F)F)n2)o1	/	/	-8
CC(C)C1CC(=O)NC(SCC(=O)Nc2ccc(Br)cc2)=C1C#N (stereo not given)	-0.26	-0.32	/
COc1cc(NC(=O)C2CCN(S(=O)(=O)c3cnc[nH]3)CC2)cc(OC)c1OC	0.99	0.94	12
CCOc1ccccc1C(=O)N(Cc1ccco1)C1CCS(=O)(=O)C1 (stereo not given)	-0.2	-0.58	-18
Fc1ccc(Sc2cc(Cl)c(-c3ccccc3)nn2)cc1	-2	-0.38	43
CCC(=O)Nc1cccc(NC(=O)c2ccccc2Cl)c1	/	/	7
COCCN(CCOC)S(=O)(=O)c1ccc(C(=O)NC2CCN(Cc3ccccc3)CC2)cc1	0.89	0.79	53
O=[N+]([O-])c1cccc(/C=N\N2CCN(c3ccc(Cl)cc3)CC2)c1	0.25	0.23	/
CC(C)C(NC(=O)OCc1ccccc1)C(=O)NCc1ccc(C(=O)O)cc1 (stereo not given)	0.25	0.05	-14
CCOC(=O)COn1c(=O)c(-c2cc3ccccc3o2)[n+]([O-])c2ccccc21	0.53	0.52	-34
O=C(c1cccc2ccccc12)N1CCC(N2CCN(c3ccccc3)CC2)CC1	0.29	0.31	/
Cc1ccc(OCc2nnc(SCC(=O)c3cccc([N+](=O)[O-])c3)n2C)cc1	-0.17	0.81	-4
COC(=O)CNC(=S)NC(=O)c1ccc(C(C)(C)C)cc1	/	/	-38
Cc1ccc(C(=O)COC(=O)CN2C(=O)C3C4CCC(C4)C3C2=O)cc1[N+](=O)[O-] (stereo not given)	0.57	0.24	/
Cc1nc(SC2CC(=O)N(c3ccccc3)C2=O)nc2c1CCCC2 (stereo not given)	-1[9.9 µM]	-0.56	43
O=C(Nc1ccc(N2CCOCC2)cc1)c1ccc2nc(-c3ccco3)c(-c3ccco3)nc2c1	-1.3	-0.09	-8
Nc1nc(SCC(=O)NCc2ccc(F)cc2)[nH]c(=O)c1NC(=O)c1ccc(Cl)cc1	1.9	2.1	-40
COc1ccc(C2C(C(=O)N3CCOCC3)c3ccccc3C(=O)N2c2ccc(OC)cc2)cc1 (stereo not given)	-0.26	-0.75	/
Cc1cc(NC(=O)CCS(=O)(=O)c2nc(-c3ccccc3)cc(C(F)(F)F)n2)no1	-2.1	-2	/
Cc1ccc(-n2c(Cc3cccn3C)nnc2SCC(=O)NCc2ccc3c(c2)OCO3)cc1	-0.74	-0.97	15
C=CCn1cccc(C(=O)Nc2cc(OC)ccc2OC)c1=O	/	/	-19
COc1cccc(C2CC(c3ccc(F)cc3)Nc3nc(N)nn32)c1 (stereo not given)	1.7	1.9	/
c1ccc(Nc2cccc(Nc3ccccc3)c2)cc1	-1.4	-0.56	34
CCc1ccc(C2C3=C(CCCC3=O)OC3=C2C(=O)CCC3)cc1	0.15	-0.25	29
CCOC(=O)C1CCCN(Cc2nc(N)nc(Nc3ccc(C)cc3)n2)C1 (stereo not given)	0.33	-0.37	-55
COc1ccc2c(c1)c1nnc(SCC(=O)N3C(C)CCCC3C)nc1n2C (stereo not given)	-1.1	-1	/
COC(=O)c1sc(-c2ccccc2)cc1NC(C)=O	/	/	33
C/C(CC(=O)Nc1cc(Cl)ccc1Cl)=N\NC(=O)c1ccco1	-0.43	-0.7	/
(further entries)
SMILES	sdo1 growth	sdo1 growth Rescue 24 h	Insulin prom inh
COc1cc(/C=C/C(=O)N2C(=O)c3cccc(N)c3C2=O)cc(OC)c1OC	-1.5	-1.2	/
COC(=O)C(CCSC)NC(=O)CNC(=O)C1CCCCC1 (stereo not given)	-0.11	-0.19	/
Cc1cccc(NC(=O)c2ccc([N+](=O)[O-])cc2Cl)n1	1.2	2.1	-33
O=C(NC1(C(F)(F)F)C(=O)Nc2c1c(=O)[nH]c(=O)n2Cc1ccco1)C1CC1 (stereo not given)	0.91	0.77	-19
COc1ccc(-n2sc3c(c2=S)-c2cc(OC)ccc2NC3(C)C)cc1	-1.6	-1	33
COC(=O)COc1ccc(S(=O)(=O)NCc2cccnc2)cc1C	0.22	-0.22	-62
COc1ccc(N2CCN(C(c3cccs3)C(C)NC(=O)c3ccc4c(c3)OCO4)CC2)cc1 (stereo not given)	/	/	41
O=C(CN1CCCc2ccccc21)Nc1ccccc1[N+](=O)[O-]	/	/	23
CN(c1ccc(OCC(=O)Nc2nc(-c3ccccc3)cs2)cc1)S(=O)(=O)c1ccc(F)cc1	0.25	0.25	-32
Cc1ccc(C2=NNC(=O)C(P(=O)(c3ccccc3)c3ccccc3)C2)cc1 (stereo not given)	/	/	7
CCc1cccc(N=c2c([N+](=O)[O-])nn(-c3ccc4c(c3)OCCO4)n2O)c1	/	/	-33
CCSc1ncc(/C=N/Nc2ccc([N+](=O)[O-])cc2)n1C	-0.89	0.74	-18
COc1ccc(C(=S)N2CCN(C)CC2)cc1	0.37	1.1	16
COC(=O)c1ccc(NC(=O)CN(Cc2ccc(Cl)cc2)S(C)(=O)=O)cc1	-1.2	-1.2	29
O=C(CSc1nc2ccccc2c(=O)n1-c1ccccc1)NCc1ccc2c(c1)OCO2	-0.86	-1	/
COc1ccc(OC)c(NC2=NC3(CCCCC3)N=C(N)N2)c1	-0.76	-1.1	-6
C/C(=N\Nc1nc(C)cc(C)n1)c1ccc(N2CCOCC2)cc1	/	/	17
O=C(NC(=S)Nc1ccccn1)c1ccco1	1.4	1.2	-9
Cc1nnc(N(C(=O)c2cnccn2)c2ccccc2)s1	0.52	0.63	43
Cc1noc(C(=O)Nc2c(C)n(C)n(-c3ccccc3)c2=O)c1Cl	-0.28	0.05	/

Record cards, as listed above:
CN(c1ccc(OCC(=O)Nc2nc(-c3ccccc3)cs2)cc1)S(=O)(=O)c1ccc(F)cc1 in the list: sdo1 growth = 0.25; sdo1 growth Rescue 24 h = 0.25; Insulin prom inh = -32
Cc1noc(C(=O)Nc2c(C)n(C)n(-c3ccccc3)c2=O)c1Cl in the list: sdo1 growth = -0.28; sdo1 growth Rescue 24 h = 0.05; Insulin prom inh = /
COc1ccc(OC)c(NC2=NC3(CCCCC3)N=C(N)N2)c1 in the list: sdo1 growth = -0.76; sdo1 growth Rescue 24 h = -1.1; Insulin prom inh = -6

6 compounds out of the list above, sorted by the value under sdo1 growth, falling.
SMILES	sdo1 growth	sdo1 growth Rescue 24 h	Insulin prom inh
O=C(NC1(C(F)(F)F)C(=O)Nc2c1c(=O)[nH]c(=O)n2Cc1ccco1)C1CC1 (stereo not given)	0.91	0.77	-19
COc1ccc(C(=S)N2CCN(C)CC2)cc1	0.37	1.1	16
CN(c1ccc(OCC(=O)Nc2nc(-c3ccccc3)cs2)cc1)S(=O)(=O)c1ccc(F)cc1	0.25	0.25	-32
COC(=O)C(CCSC)NC(=O)CNC(=O)C1CCCCC1 (stereo not given)	-0.11	-0.19	/
COc1ccc(OC)c(NC2=NC3(CCCCC3)N=C(N)N2)c1	-0.76	-1.1	-6
COc1ccc(-n2sc3c(c2=S)-c2cc(OC)ccc2NC3(C)C)cc1	-1.6	-1	33

(further entries)
SMILES	sdo1 growth	sdo1 growth Rescue 24 h	Insulin prom inh
CCN(CC)CCCN=Cc1c(O)n(Cc2ccccc2)c(=O)c2ccccc12	-0.37	-0.76	54
CCOC(=O)c1c(NC(=O)COc2cccc3c2CCN(Cc2ccc(F)cc2)C3=O)sc2c1CCC2	-0.38	0.34	/
Cc1ccc(-c2onc3ccc(Cl)cc23)cc1	-0.6	-0.14	36
COC(=O)c1ccccc1NC(=S)NC(=O)C1CC1	0.31	-0.37	-35
CCCCCC/C(=N\NS(C)(=O)=O)c1ccccc1	-0.28	-0.13	0
O=S1(=O)c2cccc3cccc(c23)N1Cc1nnc(-c2ccccc2Br)o1	-1.8	-1.1	/
O=C(NCc1ccccn1)c1ccc2ccccc2n1	0.34	0.3	/
COc1ccc(S(=O)(=O)Nc2cc(C)c(O)c(S(=O)(=O)c3ccccc3)c2)cc1	-1.8	-1.8	-9
CC(=O)c1cnc2cc(-c3ccccc3)nn2c1C	-0.07	0.14	43
O=C(c1ccncc1)N1CCN(c2cccc(C(F)(F)F)c2)CC1	0.86	0.96	9
O=C1N=C2N(CCN3CCCCC3)c3ccccc3N2/C1=C\c1ccc([N+](=O)[O-])o1	/	/	-388
O=C(Cc1ccccc1)Nc1cccc(N2C(=O)C=CC2=O)c1	0.45	-0.71	i
CC(C)C1Cc2c(C#N)c(N)sc(=S)c2CO1 (stereo not given)	-0.83	-0.43	-43
Cc1ccc2sc(NNC(=O)C3COc4ccccc4O3)nc2c1C (stereo not given)	-1.6	-1.4	-76
COC(=O)NCc1cccc(CNC(=O)OC)c1	-0.54	-0.68	-9
O=C(Nc1cnn(Cc2ccc(Cl)cc2)c1)c1cnccn1	-1.1	-1	50
Cn1c(NC(=O)Cc2cccs2)cc(=O)n(C)c1=O	1.1	1	/
CCOC(=O)c1c(C)oc2cc(Br)c(OCC(N)=O)cc12	-1.4	-0.31	-114
CCOc1ccc(N2C(=O)/C(=C\c3ccc(OC)c(O)c3)S(=O)(=O)C2c2cccc([N+](=O)[O-])c2)cc1 (stereo not given)	/	/	17
CCOc1ccc(NC(=O)CCC(=O)n2nc(C)cc2C)cc1	-0.1	-0.75	-6
C=CCn1c(COc2ccccc2F)nnc1SCCN1C(=O)c2ccccc2C1=O	-0.29	-0.74	/
CCC(C)(C(=O)NC1CCCCC1)N(C)C(=O)c1ccccn1 (stereo not given)	-0.35	-0.72	15
COc1ccc(N2C(=O)/C(=C/c3ccc([N+](=O)[O-])cc3)N=C2C)cc1	/	/	-40
CCn1cc(C(=O)NCCCN(C)C)c(=O)c2cc(F)c(N3CCN(C)CC3)cc21	1	1.1	-33
C=CCc1ccc(OCC(O)CN2CCCCC2C)c(OC)c1 (stereo not given)	0.58	0.8	-6
Cn1cc([N+](=O)[O-])c(C(=O)Nc2ccc(C(=O)N3CCCCC3)cc2)n1	0.7	-0.02	69
